# SUMO1-SIM PPI – alters human SUMO1 binding to SIM partners; SUMO1 binding to a labelled peptide, TR-FRET, 1 h; inhibition, % at 20 µM; AID 602429; actives 0.33% (n = 360,000); in the data active = inhibition above about 37%
# Target sequence (P63165 whole entry, looked up): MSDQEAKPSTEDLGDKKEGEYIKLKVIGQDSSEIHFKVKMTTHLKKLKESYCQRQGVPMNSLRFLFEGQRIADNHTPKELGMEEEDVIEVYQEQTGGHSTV
# SKN-1 inh – C. elegans SKN-1 inhibition; actives 0.49% (n = 360,000); C. elegans VP596 Pgst-4::GFP/RFP ratio, acrylamide-induced, 24 h; inhibition, % at 21.8 µM;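 active = interference check ratio from 0.5 to 1.5 plus GFP to RFP signal ratio inhibition reaching or exceeding a fixed threshold, cut at about 30% in these data, passing the limit was not always enough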; note: some compounds called inactive have numbers as strong as hits
# STEP block – inhibitors of human striatal-enriched phosphatase STEP | recombinant STEP, OMFP fluorogenic substrate, fluorescence | inhibition, % at 20 µM | P54829 | actives 0.25% (n = 360,000);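 active = inhibition at 20 µM, scaled per plate between control wells, above about 37%, limit read from the data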;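 note: 0% = DMSO with enzyme and substrate and 100% = substrate only without enzyme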
# Target sequence (P54829 whole entry, looked up): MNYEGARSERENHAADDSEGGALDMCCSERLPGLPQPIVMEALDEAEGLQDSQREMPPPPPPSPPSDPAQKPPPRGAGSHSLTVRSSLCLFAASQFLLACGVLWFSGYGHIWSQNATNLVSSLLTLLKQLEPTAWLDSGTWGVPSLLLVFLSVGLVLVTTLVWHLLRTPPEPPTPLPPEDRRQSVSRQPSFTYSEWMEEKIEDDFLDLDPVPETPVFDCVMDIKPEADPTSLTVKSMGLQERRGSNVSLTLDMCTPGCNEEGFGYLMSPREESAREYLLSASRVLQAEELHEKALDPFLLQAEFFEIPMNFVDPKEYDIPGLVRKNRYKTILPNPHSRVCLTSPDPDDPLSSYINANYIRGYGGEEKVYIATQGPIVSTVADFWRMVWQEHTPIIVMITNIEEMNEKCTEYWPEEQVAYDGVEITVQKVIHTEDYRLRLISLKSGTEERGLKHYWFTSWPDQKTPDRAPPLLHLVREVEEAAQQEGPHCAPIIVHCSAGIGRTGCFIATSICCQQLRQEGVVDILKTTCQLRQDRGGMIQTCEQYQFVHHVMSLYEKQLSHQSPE
#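 Test system: STEP tyrosine phosphatase / Reagent: OMFP at 25 µM / Doses: 20 µM, 1% DMSO / Read-out: percent inhibition scaled to no-enzyme and uninhibited-enzyme controls, plate-pattern corrected / Detection: FITC-channel fluorescence of OMFP product / Medium: Bis-Tris buffer pH 6.0, 2.5 mM DTT, 0.005% Tween 20 / Schedule: 20 min at room temperature, dark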
# NadD inh – blocks S. aureus nicotinate mononucleotide adenylyltransferase; actives 0.78% (n = 360,000); purified NadD enzyme, colorimetric absorbance read-out; AID 602399; inhibition, % at 20 µM; in the data active = inhibition above about 26%; note: some compounds past the cut are filed as inactive
# LMPTP block – blocks human LMPTP phosphatase; P24666; recombinant LMPTP-A, OMFP fluorogenic substrate, fluorescence intensity; inhibition, % at 20 µM; actives 0.22% (n = 360,000); AID 651560;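 active = compounds that cut the enzyme signal by at least half of the control window in the single-dose screen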;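 note: plate controls were DMSO wells with enzyme plus substrate for no effect and substrate without enzyme for full effect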
# Target sequence (P24666 whole entry, looked up): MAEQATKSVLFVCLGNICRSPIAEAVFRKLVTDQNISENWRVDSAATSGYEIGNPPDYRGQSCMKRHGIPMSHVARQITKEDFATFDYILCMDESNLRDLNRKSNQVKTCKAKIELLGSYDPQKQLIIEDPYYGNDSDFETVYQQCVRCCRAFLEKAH
#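 material = LMPTP-A | quantity = 0.625 nM enzyme | reagent = OMFP substrate, 400 µM final | buffer or medium = Bis-Tris pH 6.0, DTT, detergent | detection = endpoint fluorescence intensity from OMFP dephosphorylation | dosing = single 20 µM dose | read-out basis = % inhibition relative to no-enzyme and uninhibited control wells | control set = no-enzyme and uninhibited controls | timing = 50 min at room temperature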
# Scp-1 inhibitor – Scp-1 (human) phosphatase inhibition. Q9GZU7. Recombinant Scp1, phosphopeptide, malachite green phosphate absorbance. inhibition, % at 20 µM. actives 0.88% (n = 340,000);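 active = inhibition above about 50% at 20 µM, limit read from the data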;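 note: plate controls were DMSO wells with enzyme for no effect and wells lacking enzyme for full effect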
# Target sequence (Q9GZU7 76-261 limits assumed): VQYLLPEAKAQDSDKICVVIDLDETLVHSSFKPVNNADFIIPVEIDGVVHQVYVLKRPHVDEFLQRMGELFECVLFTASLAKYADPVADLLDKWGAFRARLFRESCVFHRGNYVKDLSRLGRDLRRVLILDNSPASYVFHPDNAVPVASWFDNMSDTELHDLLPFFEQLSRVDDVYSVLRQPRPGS
#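 Material – SCP-1 phosphatase catalytic domain, residues 76-261 · Buffer or medium – Acidic Tris acetate buffer with magnesium and detergent · Also added – Phospho 17-mer peptide substrate · Compound – single 20 µM dose, 1% DMSO · Times – 45 min room-temperature reaction, 5 min colour, 30 min stabiliser · Technique – Phosphate-binding colour reagent, absorbance read at 630 nm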
# DNMT1 inh – blocks human DNA methyltransferase DNMT1; inhibition (reported as % activation of signal), % at 10 µM; P26358; DNMT1 molecular beacon, Hinp1I cleavage, fluorescence; actives 0.83% (n = 360,000); in the data active = inhibition above about 50%
# Neddylation inh – blocks human cullin neddylation; P61081+Q13564; TR-FRET cullin neddylation, biochemical; calls only at 25 µM; actives 0.58% (n = 360,000); AID 651699; in the data active = inhibition above about 36%
# CendR NRP1 mod – NRP-1/CendR interaction modulation | actives 0.85% (n = 360,000) | O14786 | inhibition, % at 25 µM | FAM-RPARPAR peptide binding to NRP-1, fluorescence polarization;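 active = inhibition or corrected inhibition above about 18%, plus a signal ratio from 0.5 to 1.5, limit read from the data, passing the limit was not always enough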; note: strong numbers were not always called active
# Tb MetRS inh – blocks T. brucei methionyl-tRNA synthetase activity. purified T. brucei MetRS, ATP depletion, Kinase-Glo luminescence. inhibition, % at 11.9 µM. actives 0.4% (n = 360,000). AID 624268;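 active = inhibition above a per-plate cutoff of the control wells' mean inhibition plus 3 SD, cut at about 5.5% in these data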;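 note: 0% = DMSO wells median and 100% = median of wells with control inhibitor compound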
#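 Material: T. brucei methionyl-tRNA synthetase, purified; reagent: substrates ATP, L-methionine and bulk Escherichia coli tRNA; dosing: 11.9 µM single point; timing: 15 min plus 2 h at 25 °C; detection: luminescence of leftover ATP; evaluation: % inhibition; control set: DMSO-only wells as low control; replicates: singlicate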
# Starred values were filed as active, the others as inactive; i = inactive; . = no result given.
SMILES,SUMO1-SIM PPI,SKN-1 inh,STEP block,NadD inh,LMPTP block,Scp-1 inhibitor,DNMT1 inh,Neddylation inh,CendR NRP1 mod,Tb MetRS inh
CCCCc1c(O)nc(SCC(=O)NCCc2ccc(OC)c(OC)c2)[nH]c1=O,9.1,-1.9,-0.8,-1.8,-1.1,4.8,-1.6,i,-0.7,-1.8
O=C(Cc1cccc(NC(=O)C2CCN(C(=O)CCc3ccccc3)CC2)c1)Nc1cccc(C(=O)N2CCOCC2)c1,2.2,-1.1,-0.1,7.5,-0.7,-8.3,3.5,i,8.5,-0.6
COc1ccc(-n2nc(C(=O)Nc3ccc(OC)c(OC)c3)c3c4ccccc4n(C)c3c2=O)cc1,-3.6,9.8,3.4,-12.3,3.1,-3.4,60.0*,i,-18.5,-0.2
CC1C(=O)N(Cc2cn(CCC3OCCCO3)nn2)CCS(=O)(=O)N1Cc1ccc(-c2ccc(F)nc2)cc1 (centres undefined),-0.2,-1.8,-2.8,-5.4,0.3,.,0.2,i,-20.2,-1.8
CC(=O)NC(CC(=O)O)c1ccccc1 (centres undefined),4.0,-6.9,1.3,-2.3,-0.8,-2.7,1.6,i,-0.4,-0.8
Cc1ccc2cc3cc(C(=O)NCCC(C)C)oc3nc2c1,-0.9,-9.1,2.9,-0.9,-0.2,6.3,12.3,i,2.1,0.1
O=S(=O)(NCC(c1ccc2c(c1)OCO2)N1CCN(c2ccccc2)CC1)c1ccccc1 (centres undefined),4.7,7.7,-1.2,-3.6,3.7,-3.8,-4.0,i,-1.6,-0.5
NC(=O)c1c(NC(=O)C2CCCO2)sc2c1CCCCC2 (centres undefined),9.4,11.2,1.4,5.7,-1.2,-6.7,-0.8,i,-15.3,0.1
CCOc1ncccc1C(=O)Nc1ccc(F)c(F)c1,-2.1,28.6,-0.4,-8.3,-0.3,-6.5,2.2,i,6.2,-0.6
COc1cc(-c2nnc(SCc3cc(=O)oc4cc(C)ccc34)o2)cc(OC)c1OC,-6.2,21.4,4.0,1.0,1.6,-16.6,-5.6,i,-0.1,0.4
O=C(Nc1cccc(F)c1)c1ccc(-n2cncn2)c2ccoc12,2.1,14.2,0.1,-0.2,-1.0,.,0.8,i,-3.0,-0.5
COc1ccc(-c2nc(N3CCOCC3)nc3n[nH]c(N)c23)cc1,0.0,-2.1,1.9,2.5,-2.1,-5.0,0.1,i,-8.5,0.1
Cn1c(SCc2nnc(-c3ccc(F)cc3)o2)nnc1C1COc2ccccc2O1 (centres undefined),1.5,-8.6,-1.7,-0.2,-1.1,6.2,-2.6,i,5.6,-2.6
CN1C2=NCCN2C(=O)c2ccccc21,1.3,-3.3,-2.1,5.4,-0.4,6.7,3.0,i,-3.9,-0.6
NS(=O)(=O)c1ccc(Nc2nc(-c3ccc(O)cc3)cs2)cc1,-3.4,6.8,-5.3,-3.7,-1.0,0.2,-24.8,i,9.8,1.2
CCOc1ccccc1NC(=O)C1CCCN(S(=O)(=O)c2ccc(OC)c(C)c2)C1 (centres undefined),3.6,-17.4,2.1,-4.3,2.1,-10.7,-3.7,i,-15.3,-0.6
CCOC(=O)C1C(=O)NC(SCC(=O)Nc2nccs2)=C(C#N)C1c1ccccc1OCC (centres undefined),7.0,7.9,8.9,16.0,7.7,0.2,-3.8,i,-20.0,0.0
CCOc1ccc(C)cc1S(=O)(=O)N1CCCCC1,0.5,1.0,1.1,2.4,-0.1,-7.3,-2.8,i,0.5,0.3
Cc1cc(C)c2c(-n3cccc3)c(C(=O)NNS(=O)(=O)c3ccc(Br)cc3)sc2n1,-1.5,14.5,2.6,20.8,1.8,-1.1,0.0,i,0.6,-0.3
CN1CCN(CCCOc2ccc(-c3ccccc3)cc2)CC1,4.5,-10.5,-0.7,-2.5,-3.5,-7.3,1.4,i,8.0,0.5

# Some of the entries so far, bar-delimited:
Molecule | SUMO1-SIM PPI | SKN-1 inh | STEP block | NadD inh | LMPTP block | Scp-1 inhibitor | DNMT1 inh | Neddylation inh | CendR NRP1 mod | Tb MetRS inh
CCOc1ccccc1NC(=O)C1CCCN(S(=O)(=O)c2ccc(OC)c(C)c2)C1 (centres undefined) | 3.6 | -17.4 | 2.1 | -4.3 | 2.1 | -10.7 | -3.7 | i | -15.3 | -0.6
COc1cc(-c2nnc(SCc3cc(=O)oc4cc(C)ccc34)o2)cc(OC)c1OC | -6.2 | 21.4 | 4.0 | 1.0 | 1.6 | -16.6 | -5.6 | i | -0.1 | 0.4
CC(=O)NC(CC(=O)O)c1ccccc1 (centres undefined) | 4.0 | -6.9 | 1.3 | -2.3 | -0.8 | -2.7 | 1.6 | i | -0.4 | -0.8
O=C(Cc1cccc(NC(=O)C2CCN(C(=O)CCc3ccccc3)CC2)c1)Nc1cccc(C(=O)N2CCOCC2)c1 | 2.2 | -1.1 | -0.1 | 7.5 | -0.7 | -8.3 | 3.5 | i | 8.5 | -0.6
CN1C2=NCCN2C(=O)c2ccccc21 | 1.3 | -3.3 | -2.1 | 5.4 | -0.4 | 6.7 | 3.0 | i | -3.9 | -0.6

# The list continues:
SMILES,SUMO1-SIM PPI,SKN-1 inh,STEP block,NadD inh,LMPTP block,Scp-1 inhibitor,DNMT1 inh,Neddylation inh,CendR NRP1 mod,Tb MetRS inh
C#CCn1c(=NC(=O)CN2C(=O)CCC2=O)sc2cccc(OC)c21,2.9,5.2,8.3,-3.3,-1.4,-2.7,19.2,.,4.2,-0.1
Cc1ccc(C(=O)OCC(=O)N2CCOCC2)c(C)c1,3.1,10.6,2.6,0.2,-0.1,-7.1,-0.8,i,-6.5,0.3
C/C(=N\Nc1nc(N)cc(Cl)n1)c1cccc(N)c1,2.0,-10.7,-0.4,-0.1,1.6,-1.4,-11.7,i,5.1,-1.2
Cc1cccc(-c2nsc(SCC(=O)Nc3cc(C)on3)n2)c1,-2.4,-9.2,-0.1,0.7,0.2,-4.3,14.1,i,6.4,-0.2
COc1ccc(CNC(=O)C2CCC(=O)N2C(C)C)c(OC)c1 (centres undefined),-2.6,-13.7,0.7,-5.2,-0.1,-4.1,2.8,i,7.2,-1.1
CCOC(=O)c1sc(NC(=O)COC(=O)C(CCSC)NC(C)=O)nc1C (centres undefined),-1.7,-2.3,0.4,0.0,-1.4,-7.8,5.4,i,-17.6,-0.6
CCCn1c(SCC(=O)Nc2ccccc2Cl)n[nH]c1=O,-3.0,-3.7,-3.8,-9.8,-0.9,-12.6,2.8,i,3.4,-0.7
CCCCCn1c(Br)nc2c1c(=O)n(CC(N)=O)c(=O)n2C,-0.9,20.3,0.0,-1.5,-0.3,-3.4,-0.1,i,10.0,-0.4
CCCCNC(=O)/C(C#N)=C/c1ccc(F)cc1F,-1.3,4.2,4.0,-1.4,-1.0,-0.4,-3.9,i,-0.4,0.4
CCCn1c2c(c(=N)c3c1CCC3)CCC2,-0.2,7.4,-0.3,13.5,-1.2,11.2,1.5,i,-1.3,1.9
CCc1ccc(-n2c(C)cc(/C=N/NC(=O)c3ccncc3)c2C)cc1,-5.7,3.2,-0.8,6.9,-0.5,-8.0,-23.5,i,-14.5,-0.3
Cc1cccc(NS(=O)(=O)c2cccc([N+](=O)[O-])c2)n1,-16.1,-8.0,-1.6,4.9,-0.2,-8.1,0.9,i,-6.4,-0.6
COc1ccc(-c2c(C(F)(F)F)nn(C)c2NC(C)=O)cc1,-4.4,-6.8,2.4,-8.3,-0.8,-10.8,1.6,i,2.1,-0.7
CCc1cccc(C)c1NC(=O)Cc1ccsc1,1.1,15.7,-2.5,-3.2,-0.2,-7.7,-0.8,i,-0.2,-0.7
Cc1ccc2c(N)[nH]nc2n1,-2.3,-3.0,-5.0,-1.2,0.3,-2.5,0.0,i,7.5,-0.4
Cc1ccc(Sc2ccc(N)cc2C#N)cc1,-1.8,-4.4,1.7,20.6,2.4,3.6,-34.7,i,-12.3,0.5
CC1=CC(C)(C)n2c(O)c(N=NC(N)=S)c3c(C)ccc1c32,2.6,10.0,-1.5,9.2,0.4,-7.1,19.4,i,11.3,-0.9
C=CCNc1nc(Cl)nc(Nc2ccc(OC)cc2OC)n1,-0.6,5.4,9.2,3.1,1.3,-6.4,-0.8,i,18.9,0.2
COc1ccccc1OCc1cc(-c2ccccc2)no1,3.5,12.2,0.2,-0.2,1.6,-8.0,-2.5,i,16.0,-0.2
O=C(NCc1ccc(F)cc1)c1cc(C2CCCCN2C(=O)CCc2ccccc2)on1 (centres undefined),4.6,-1.9,0.9,-3.2,1.7,.,9.4,i,5.8,0.1

# Part of the list above, set out differently:
> CCc1ccc(-n2c(C)cc(/C=N/NC(=O)c3ccncc3)c2C)cc1
  SUMO1-SIM PPI = -5.7
  SKN-1 inh = 3.2
  STEP block = -0.8
  NadD inh = 6.9
  LMPTP block = -0.5
  Scp-1 inhibitor = -8.0
  DNMT1 inh = -23.5
  Neddylation inh = i
  CendR NRP1 mod = -14.5
  Tb MetRS inh = -0.3

> CCCCNC(=O)/C(C#N)=C/c1ccc(F)cc1F
  SUMO1-SIM PPI = -1.3
  SKN-1 inh = 4.2
  STEP block = 4.0
  NadD inh = -1.4
  LMPTP block = -1.0
  Scp-1 inhibitor = -0.4
  DNMT1 inh = -3.9
  Neddylation inh = i
  CendR NRP1 mod = -0.4
  Tb MetRS inh = 0.4

> NS(=O)(=O)c1ccc(Nc2nc(-c3ccc(O)cc3)cs2)cc1
  SUMO1-SIM PPI = -3.4
  SKN-1 inh = 6.8
  STEP block = -5.3
  NadD inh = -3.7
  LMPTP block = -1.0
  Scp-1 inhibitor = 0.2
  DNMT1 inh = -24.8
  Neddylation inh = i
  CendR NRP1 mod = 9.8
  Tb MetRS inh = 1.2

# (more compounds)
SMILES,SUMO1-SIM PPI,SKN-1 inh,STEP block,NadD inh,LMPTP block,Scp-1 inhibitor,DNMT1 inh,Neddylation inh,CendR NRP1 mod,Tb MetRS inh
CCc1ccc(OCCNC(=O)c2cc(SC)ccc2Cl)cc1,-2.8,-8.1,2.6,-1.5,1.5,3.2,-1.9,i,-13.5,-0.2
O=C(NNC(=O)C12CC3CC(CC(C3)C1)C2)c1cccc(O)c1,2.9,-0.3,-1.8,-0.4,-0.8,-4.7,2.7,i,6.8,-0.4
COc1ccc(OC)c(CCNC(=O)CS(=O)(=O)Cc2nc(-c3ccc(C)cc3)oc2C)c1,0.6,11.8,1.7,9.4,0.3,-9.7,-5.1,i,-6.6,-0.7
CC(Sc1nnc(C(C)Oc2ccccc2F)o1)C(=O)NCc1ccc2c(c1)OCO2 (centres undefined),0.4,-9.2,3.2,7.3,-0.1,-7.3,-4.3,i,12.1,0.2
C#CCOc1c(Br)cc(/C=C2/C(=O)ON=C2C)cc1OC,-9.1,1.3,0.0,-4.5,0.9,0.9,-6.3,i,4.9,-0.2

# Screening results (PubChem BioAssay)
